Screening data deposited in PubChem by several laboratories.
Runt-SMMHC FRET: blocks binding of human RUNX1 Runt domain to CBFb-SMMHC; Q01196+Q13951; Cerulean-Runt/Venus-CBFb-SMMHC FRET ratio 530/480, 1 h; inhibition, % at 20 µM; 0.74% of 220,000 active; AID 1434;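 active = mean inhibition across duplicate retests at 20 µM reaching about 50%, limit read from the data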;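 also: 0% = DMSO wells and 100% = wells with excess untagged CBFb-SMMHC; inhibitors lower the FRET ratio by blocking Runt binding to CBFb-SMMHC; some results filed as inactive read as strong as hits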
EBV gp42 block: blocks Epstein-Barr virus glycoprotein 42 binding; Fluorescence polarization binding assay, mP read-out; Q1HVG2; 0.42% of 220,000 active; inhibition, % (tested at 21.74 µM); in the data active = inhibition above about 50%
RBBP9 inhibitor: blocks human serine hydrolase RBBP9. recombinant RBBP9, FP-Rh probe fluorescence polarization. inhibition, % at 7.94 µM. 0.2% of 220,000 active. AID 1515;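 active = inhibition above the campaign mean of all tested compounds plus 3 SD, cut at about 14% in these data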;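 also: plate controls were DMSO wells with RBBP9 for no effect and wells lacking RBBP9 protein for full effect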
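System: RBBP9 protein / Quantity: 2.5 µM RBBP9 dispensing solution, before mixing / Also added: Serine-hydrolase probe FP-Rh, 375 nM pre-mixing / Dosing: 7.94 µM single dose, 0.794% DMSO / Timing: enzyme-compound preincubation 30 min, then probe labeling 45 min, 25 °C / Signal: FP readout at 525/598 nm / Controls: DMSO-treated enzyme wells and wells lacking RBBP9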
TbHK1 inh: blocks Trypanosoma brucei hexokinase 1 activity. recombinant TbHK1, G6PDH-coupled NADH A340. inhibition, % at 10 µM. 0.11% of 220,000 active;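 active = inhibition of 50% or more in the single-dose primary screen; inactive = inhibition below 50%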
NCF1 inh: blocks human p47phox regulatory protein of NADPH oxidases | p47phox/p22phox peptide binding, fluorescence polarization, 2 h | inhibition, % at 24.7 µM | 0.53% of 220,000 active | AID 1274;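 active = inhibition above about 30%, limit read from the data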;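 also: 0% = p47phox with labelled peptide and 100% = labelled peptide alone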
Target sequence (P14598 whole entry, looked up): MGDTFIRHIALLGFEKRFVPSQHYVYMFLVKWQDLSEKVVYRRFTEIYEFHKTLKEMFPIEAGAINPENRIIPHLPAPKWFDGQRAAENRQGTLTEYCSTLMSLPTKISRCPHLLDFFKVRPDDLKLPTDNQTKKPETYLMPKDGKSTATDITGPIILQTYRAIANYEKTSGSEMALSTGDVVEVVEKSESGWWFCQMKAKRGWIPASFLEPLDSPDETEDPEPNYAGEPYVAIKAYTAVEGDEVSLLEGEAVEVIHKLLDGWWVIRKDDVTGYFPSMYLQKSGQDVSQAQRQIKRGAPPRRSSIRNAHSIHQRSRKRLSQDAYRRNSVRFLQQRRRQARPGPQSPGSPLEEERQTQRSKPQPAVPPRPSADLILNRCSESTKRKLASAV
Calpain2 inh: blocks pig calpain II enzyme activity | purified calpain II, fluorogenic peptide substrate, 30 min | inhibition, % at 16 µM | 0.37% of 220,000 active;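 active = inhibition above about 50%, limit read from the data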
p97 ATPase inh: blocks human p97 ATPase activity; AID 1481; recombinant p97 ATPase, Kinase-Glo ATP luminescence, 3 h; P55072; 0.42% of 220,000 active; inhibition, % at 8 µM; in the data active = inhibition above about 15%;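 also: 0% = DMSO vehicle and 100% = wells lacking enzyme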
Runt-CBFb FRET: inhibitors of human RUNX1 Runt domain binding to CBFb | Cerulean-Runt/Venus-CBFb FRET ratio 530/480, 1 h | AID 1496 | Q01196+Q13951 | inhibition, % at 20 µM | 0.46% of 220,000 active;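 active = inhibition over about 50% at 20 µM in the single-dose screen, limit read from the data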;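 also: 0% = DMSO wells and 100% = excess unlabeled CBFb competitor control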
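System: Cerulean-labeled Runt domain protein | Quantity: 100 nM of each labeled protein | Schedule: 1 h compound exposure, room temperature | Detection: Fluorescence energy transfer, 422 nm excitation, 530/480 nm emission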
Furin inh: blocks human furin protease activity | P09958 | purified furin, fluorogenic substrate cleavage | inhibition, % at 30 µM | 0.061% of 220,000 active | AID 463115; in the data active = inhibition above about 25%; also: inactives centre near -15
Target sequence (P09958 108-714 limits assumed): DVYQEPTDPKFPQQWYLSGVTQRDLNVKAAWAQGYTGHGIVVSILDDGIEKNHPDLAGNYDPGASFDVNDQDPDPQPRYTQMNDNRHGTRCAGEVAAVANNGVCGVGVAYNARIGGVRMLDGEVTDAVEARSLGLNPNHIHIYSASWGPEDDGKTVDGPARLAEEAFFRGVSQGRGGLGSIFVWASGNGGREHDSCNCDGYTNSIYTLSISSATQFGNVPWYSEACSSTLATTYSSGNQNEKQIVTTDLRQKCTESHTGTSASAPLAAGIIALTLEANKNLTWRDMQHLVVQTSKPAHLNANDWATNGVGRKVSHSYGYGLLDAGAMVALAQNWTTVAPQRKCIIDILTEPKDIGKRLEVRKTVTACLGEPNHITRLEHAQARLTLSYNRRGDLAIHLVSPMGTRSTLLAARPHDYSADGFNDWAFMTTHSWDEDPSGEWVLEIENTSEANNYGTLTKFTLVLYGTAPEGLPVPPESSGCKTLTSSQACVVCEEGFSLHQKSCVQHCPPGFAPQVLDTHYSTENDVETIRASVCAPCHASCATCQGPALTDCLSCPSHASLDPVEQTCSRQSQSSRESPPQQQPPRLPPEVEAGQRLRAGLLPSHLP
* = called active by the depositor; i = inactive; x = not tested or not shown; [ ] = another dose, or the depositor's remark.

1) COc1cccc(C(=O)C2CCCN(Cc3cccn3-c3cccnc3)C2)c1 (stereo not drawn)
2) CCOC(=O)c1[nH]c(CSc2nnc(-c3ccc(OC)cc3)o2)c(C(=O)OCC)c1C
3) CC1CCCC(NC(=O)COC(=O)CN2C(=O)C3CCCCC3C2=O)C1C (stereo not drawn)
4) CCCNS(=O)(=O)c1ccc(OCC(=O)N2CCCC2)cc1
5) Cc1cccc(/N=C/C2=C(O)CC(C)(C)CC2=O)n1
6) COc1ccccc1NC(=O)COC(=O)C1CC1
7) CCOc1ccc(-n2c(SCC(=O)Nc3ccc(CC)cc3)nc3n[nH]c(C)c3c2=N)cc1
8) Cc1nc2ccc(C(=O)O)cc2[nH]1

Assay by compound,1,2,3,4,5,6,7,8
Runt-SMMHC FRET,1,47,0,-1,0,1,0,-5
EBV gp42 block,4,-34,-5,-5,-6,9,-14,-17
RBBP9 inhibitor,-17,-10,-7,-7,-2,-8,-11,-7
TbHK1 inh,-7,-21,-3,0,-17,-3,-11,-2
NCF1 inh,2,-39,-6,1,-5,0,17,17
Calpain2 inh,30,-55,-5,-11,-9,5,-53,-18
p97 ATPase inh,-2,0,-1,5,7,0,-4,6
Runt-CBFb FRET,1,-1,0,1,2,0,-3,2
Furin inh,-11,-14[20 µM],-12,-19,46*,-22,-27,-12[20 µM]

From compound 3 up to 8, copied from above:
3) CC1CCCC(NC(=O)COC(=O)CN2C(=O)C3CCCCC3C2=O)C1C (stereo not drawn)
4) CCCNS(=O)(=O)c1ccc(OCC(=O)N2CCCC2)cc1
5) Cc1cccc(/N=C/C2=C(O)CC(C)(C)CC2=O)n1
6) COc1ccccc1NC(=O)COC(=O)C1CC1
7) CCOc1ccc(-n2c(SCC(=O)Nc3ccc(CC)cc3)nc3n[nH]c(C)c3c2=N)cc1
8) Cc1nc2ccc(C(=O)O)cc2[nH]1

Assay by compound,3,4,5,6,7,8
Runt-SMMHC FRET,0,-1,0,1,0,-5
EBV gp42 block,-5,-5,-6,9,-14,-17
RBBP9 inhibitor,-7,-7,-2,-8,-11,-7
TbHK1 inh,-3,0,-17,-3,-11,-2
NCF1 inh,-6,1,-5,0,17,17
Calpain2 inh,-5,-11,-9,5,-53,-18
p97 ATPase inh,-1,5,7,0,-4,6
Runt-CBFb FRET,0,1,2,0,-3,2
Furin inh,-12,-19,46*,-22,-27,-12[20 µM]

Continuation.
9) Cn1nnnc1Sc1ccc(C(=O)O)cc1[N+](=O)[O-]
10) COc1ccc(N(CC(=O)NCCSCc2ccco2)S(=O)(=O)c2ccc(C)cc2)cc1
11) CCN1CCCC1CNC(=O)c1c(O)c2c([nH]c1=O)CCCC2 (stereo not drawn)
12) Cc1ccc2nc(N3CCN(c4cccc(C)c4C)CC3)c3nnnn3c2c1
13) CCOc1ccc(-n2nnc3c(=O)n(C/C=C/c4ccccc4)cnc32)cc1
14) O=C(NNC(=S)NCc1ccccc1)c1ccccc1OC(F)F
15) COc1cc(NC(=O)c2ccc(Cl)cc2)c(OC)cc1Cl
16) O=C(O)CCn1c(=O)sc2ccccc21

Assay by compound,9,10,11,12,13,14,15,16
Runt-SMMHC FRET,-1,-6,-3,0,-4,-4,-4,-4
EBV gp42 block,-12,9,-12,-36,1,-9,-23,-17
RBBP9 inhibitor,-9,-9,-2,-9,0,-7,-5,-5
TbHK1 inh,-15,7,0,-6,5,2,0,5
NCF1 inh,-12,-1,-6,-82,-4,-7,-6,-7
Calpain2 inh,-12,2,8,-399,-28,-8,-66,-1
p97 ATPase inh,6,-3,3,-2,0,-5,-1,6
Runt-CBFb FRET,0,0,0,5,2,1,1,-1
Furin inh,-22,-14,-23,-6[20 µM],-37,-25,-10[20 µM],-13

17) Cc1ccc(NCc2ccc(Cl)nc2)c(NCc2ccc(Cl)nc2)c1
18) Cc1cccc(C)c1OCC(=O)Nc1oc(-c2ccccc2)c(-c2ccccc2)c1C#N
19) C[C@H](NC(N)=O)C(=O)OCC(=O)Nc1ccc(OC(F)F)cc1
20) COCC(C)NC(=O)Cc1ccc(F)cc1 (stereo not drawn)
21) Cc1cc(=O)[nH]c2cc(O)ccc12
22) COC(=O)c1c(C)oc2ccc(N(C(=O)c3ccncc3)S(=O)(=O)c3ccc(C)cc3C)cc12
23) Fc1ccc(/C=N/NC(=S)Nc2ccc(Cl)cc2)cc1F
24) COc1ccc(NC(=O)CN(C)S(=O)(=O)c2ccc(Cl)cc2)c([N+](=O)[O-])c1

Assay by compound,17,18,19,20,21,22,23,24
Runt-SMMHC FRET,-2,x,-8,4,4,2,4,-20
EBV gp42 block,4,x,-13,-7,-8,-10,-9,-43
RBBP9 inhibitor,-8,-16,-2,-9,-5,-2,-7,2
TbHK1 inh,-1,-1,1,3,-19,-4,-15,7
NCF1 inh,-11,x,-1,-13,-14,-31,-2,1
Calpain2 inh,11,x,-9,-30,i,-10,6,8
p97 ATPase inh,5,0,3,6,4,3,5,7
Runt-CBFb FRET,-2,x,1,-1,4,-2,8,-16
Furin inh,-11,-15[20 µM],-28,-10,-18[20 µM],-21,-16,-14

25) Cc1nc2sc(C(c3cccc(F)c3)N3CC(C)OC(C)C3)c(O)n2n1 (stereo not drawn)
26) O=C(Nc1ccncc1)c1cc(-c2ccccn2)nc2ccccc12
27) N#Cc1ccc2ccn(CC(=O)NCc3ccccc3)c2c1
28) CCCOc1cccc(OCC(=O)Nc2nc3ccccc3[nH]2)c1
29) CCOC(=O)C(C)N1C(=O)S/C(=C/c2cc(C)n(-c3ccncc3)c2C)C1=O (stereo not drawn)
30) O=C(Nc1cnn(Cc2ccc(F)cc2)c1)c1cc(-c2cccs2)on1
31) COc1ccc(C(=O)Nc2nc3ccc(S(C)(=O)=O)cc3s2)cc1
32) Cn1nc(C(F)(F)F)c2cc(NC(=O)OCC(C)(C)C)sc21

Assay by compound,25,26,27,28,29,30,31,32
Runt-SMMHC FRET,-4,0,0,4,0,-10,-1,-4
EBV gp42 block,-6,-4,-18,-12,3,-2,-12,1
RBBP9 inhibitor,-6,9,1,-4,-4,-2,3,-2
TbHK1 inh,9,-17,4,-3,-14,-2,-3,1
NCF1 inh,-9,-5,-9,-15,-9,0,-31,0
Calpain2 inh,10,-4,-5,-4,-16,-160,-36,-28
p97 ATPase inh,4,5,-3,4,-4,-1,7,-1
Runt-CBFb FRET,-1,0,1,-1,0,1,-1,-2
Furin inh,-35,-3,-5[20 µM],-22,-3,-28,-26[20 µM],-16[20 µM]

33) C[C@@H](NC(=O)OC(C)(C)C)c1nnc(S(=O)(=O)Cc2ccccc2)o1
34) COc1ccc(CCNC(=O)CN(C)S(=O)(=O)c2cccc3nsnc23)cc1OC
35) COCCn1c(SCC(=O)Nc2ccc(C)cc2C)nc2c(oc3ccccc32)c1=O
36) COC(=O)c1ccc(C)c(N(CCO)CCO)c1
37) COc1ccccc1Nc1ncnc2c1cnn2-c1cccc(C)c1
38) Cc1cc2ncc(C(N)=O)cn2n1
39) Cc1onc(-c2c(F)cccc2Cl)c1C(=O)N1CCCc2ccccc21
40) N#Cc1ccc(NC(=O)CCc2ccc(S(=O)(=O)N3CCOCC3)cc2)cc1

Assay by compound,33,34,35,36,37,38,39,40
Runt-SMMHC FRET,-2,-18,-8,-5,-2,4,6,0
EBV gp42 block,1,-3,-41,2,-6,8,3,6
RBBP9 inhibitor,-10,-9,-2,4,-8,-4,-6,3
TbHK1 inh,8,-10,16,-7,3,5,-1,1
NCF1 inh,-7,2,20,-4,-10,-4,2,-9
Calpain2 inh,-251,-5,3,9,-102,6,13,3
p97 ATPase inh,3,-2,3,1,-9,0,1,4
Runt-CBFb FRET,-8,0,1,-2,0,1,14,2
Furin inh,-19,-12,-15,-20,-6[20 µM],-6,-11,-7[20 µM]

41) C/C(=N\N1CCN(Cc2ccc(Cl)cc2)CC1)c1ccc([N+](=O)[O-])cc1
42) CCC1CCCCN1C(=O)CSc1nc(C)cc(C)n1 (stereo not drawn)
43) CS(=O)(=O)c1ccc2nc(NC(=O)Cc3ccccc3)sc2c1
44) COCC(=O)NCc1nc2ccccc2[nH]1
45) Cc1cccc(C)c1OCC(=O)Nc1cccc(C(=O)O)c1
46) Cn1nnnc1SCC(=O)N1CCN(C(=O)c2ccco2)CC1
47) C=CCNC(=S)Nc1sc2c(c1C#N)CCCC2
48) C=CCn1c(COc2ccc(F)cc2)nnc1SCC(=O)N1CC(=O)Nc2ccccc21

Assay by compound,41,42,43,44,45,46,47,48
Runt-SMMHC FRET,-3,0,-2,-1,-5,-1,10,1
EBV gp42 block,-7,2,-10,-17,-12,-9,-15,-9
RBBP9 inhibitor,-2,-7,-1,-4,-5,-8,-7,-1
TbHK1 inh,-12,-3,-2,4,0,-3,-3,3
NCF1 inh,-8,6,-2,-6,-3,-1,-19,-6
Calpain2 inh,2,-18,35,25,8,2,-20,-35
p97 ATPase inh,2,-2,-2,2,4,-2,3,3
Runt-CBFb FRET,-2,-2,1,4,0,1,6,-1
Furin inh,-29,-10,-7,-23,-11,-30,-27,-11[20 µM]

49) CCOc1ccccc1C(=O)NCC(=O)OCc1c(C)noc1C
50) CN1CCN(S(=O)(=O)c2ccc(NC(=S)NC(=O)C3CCCCC3)cc2)CC1
51) O=C(Nc1ccc(O)cc1)c1cc2n(n1)C(C(F)(F)F)CC(c1ccco1)N2 (stereo not drawn)
52) CCc1ccccc1NC(=O)CCN1C(=O)c2ccccc2C1=O
53) CCOc1ccccc1N/C=C(\C#N)c1nc2ccccc2n1C
54) Oc1c(CN2CCN(c3ccc(F)cc3)CC2)cc(Cl)c2cccnc12
55) CCc1ccc(C2NC(=S)NC3=C2C(=O)CCC3)cc1 (stereo not drawn)
56) CCc1cc2cc3c(cc2nc1SCC(=O)Nc1nccs1)OCO3
57) C/C(=N\NC(=O)CSc1nc2ccccc2o1)c1ccc(O)cc1
58) O=C(c1cnc2n(c1=O)CCS2)N1CCN(c2ccccc2F)CC1
59) Cc1[nH]n(-c2cccc(Cl)c2)c(=O)c1C=NCC(C)C

Assay by compound,49,50,51,52,53,54,55,56,57,58,59
Runt-SMMHC FRET,4,4,-4,1,-5,-8,0,-18,4,0,0
EBV gp42 block,-15,2,-5,-13,-7,15,-4,-36,-21,-8,-13
RBBP9 inhibitor,-2,-11,-6,-10,-5,2,-7,-6,4,-4,-7
TbHK1 inh,8,-5,1,1,-11,12,-26,0,-4,2,-5
NCF1 inh,-3,3,-9,-4,-10,12,-12,-6,0,0,-11
Calpain2 inh,-9,-2,19,28,-22,4,1,0,-1,1,21
p97 ATPase inh,3,-3,4,-2,4,6,-1,4,6,0,4
Runt-CBFb FRET,0,1,0,2,-1,-4,-1,-9,18,0,1
Furin inh,-7,-14,-25,-2[20 µM],-17[20 µM],-14[20 µM],-3,-20[20 µM],-3,-7,-12

The order is random; overall some 2.7% were active at least once.
